High-throughput results from PubChem.
DDE Tn7 FP inh: disrupts Tn7 cyclic peptide binding to fibrin D-Dimer-E complex; P02675; FP displacement of FITC-Tn7 peptide from fibrin DD(E); 0% = median of compound wells per plate; inhibition, % at 8.3 µM; actives 0.13% (n = 370,000);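 active = inhibition above the mean of compounds falling within the control limits plus 3 SD of them, cut at about 14% in these data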;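 note: 0% = plate median of compound wells and 100% = 10 µM Aha-Tn7 peptide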
Target sequence (P02675 whole entry, looked up): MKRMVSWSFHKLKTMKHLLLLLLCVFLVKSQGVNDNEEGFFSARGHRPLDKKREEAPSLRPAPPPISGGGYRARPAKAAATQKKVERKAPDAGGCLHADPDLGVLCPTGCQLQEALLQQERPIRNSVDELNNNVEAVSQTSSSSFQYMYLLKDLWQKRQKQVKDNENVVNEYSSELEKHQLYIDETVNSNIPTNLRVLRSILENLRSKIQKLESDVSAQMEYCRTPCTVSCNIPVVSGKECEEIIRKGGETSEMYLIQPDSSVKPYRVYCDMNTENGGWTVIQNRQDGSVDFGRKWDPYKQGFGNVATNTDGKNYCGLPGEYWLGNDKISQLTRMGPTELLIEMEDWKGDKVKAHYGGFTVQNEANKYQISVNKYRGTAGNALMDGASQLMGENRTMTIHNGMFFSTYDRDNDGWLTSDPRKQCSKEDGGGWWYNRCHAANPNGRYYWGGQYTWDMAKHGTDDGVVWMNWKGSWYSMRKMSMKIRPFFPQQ
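Assay system: human fibrin DD(E) protein / Input: 2 µM fibrin DD(E) / Benchmarks: high control of 10 µM Aha-Tn7 peptide / Measured by: fluorescence polarization of the labelled Tn7 tracer / Medium: Tris buffer with calcium and detergent, pH 7.8 / Timing: 10 min compound pre-incubation, 3 h probe incubation at room temperature / Repeats: one replicate per compound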
MBD2 DNA inh: inhibitors of human MBD2 binding to methylated oligonucleotide | Q9UBB5 | inhibition, % at 4.4 µM | TR-FRET | actives 0.31% (n = 370,000); in the data active = inhibition above about 13%
SIAE primary: inhibitors of human sialic acid acetylesterase SIAE | AID 1053197 | inhibition, % at 9.66 µM | actives 0.69% (n = 370,000) | SIAE FP-Rh probe binding, fluorescence polarization;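 active = inhibition above a cutoff: mean of compounds within the control limits plus 3 SD of those, cut at about 17% in these data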;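 note: 0% = plate median of compound wells and 100% = probe without SIAE protein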
KLK7 zymogen act: activators of human kallikrein-7 zymogen; activation, % at 7 µM; P49862; actives 0.9% (n = 370,000); purified proKLK7, EDANS-DABCYL substrate fluorescence; 100% is mature enzyme control, 0% vehicle;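 active = activation above the mean of all tested compounds plus 3 SD, computed per campaign excluding outliers beyond control limits, cut at about 13% in these data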
UHRF1 MBD2 ctr: UHRF1 methyl-DNA binding inhibition; inhibition, % at 4.4 µM; actives 0.75% (n = 370,000); UHRF1 binding to methylated oligo, TR-FRET; Q96T88; AID 687016; in the data active = inhibition above about 21%;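 note: UHRF1 SRA domain binding a hemimethylated CpG hairpin DNA probe; 0% = median of test compound wells and 100% = reference inhibitor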
TDP2 absorb: TDP2 (human) inhibition, absorbance primary screen; recombinant TDP2, T5PNP hydrolysis, p-nitrophenol absorbance 415 nm; inhibition, % at 12.8 µM; actives 0.34% (n = 370,000);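 active = inhibition above the mean of all tested compounds plus 3 SD, set per campaign, cut at about 25% in these data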;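 note: 0% = DMSO with enzyme and 100% = buffer with substrate but no TDP2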
Target sequence (O95551 whole entry, looked up): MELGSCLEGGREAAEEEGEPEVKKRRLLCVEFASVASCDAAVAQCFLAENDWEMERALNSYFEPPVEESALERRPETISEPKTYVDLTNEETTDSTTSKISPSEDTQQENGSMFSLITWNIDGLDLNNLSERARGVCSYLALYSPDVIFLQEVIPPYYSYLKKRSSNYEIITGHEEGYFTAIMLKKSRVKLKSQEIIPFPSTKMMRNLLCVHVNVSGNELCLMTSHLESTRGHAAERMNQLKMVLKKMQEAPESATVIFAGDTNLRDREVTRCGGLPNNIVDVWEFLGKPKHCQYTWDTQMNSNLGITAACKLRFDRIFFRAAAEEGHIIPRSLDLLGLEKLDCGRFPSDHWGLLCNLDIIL
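Assay system: Recombinant human TDP2 | Quantity: 120 nM TDP2 per well | Incubation: 2 h at 37 °C | Signal: Epi absorbance | Evaluation: Percent inhibition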
TCR CD3 inh: inhibitors of human TCR-CD3 interaction; TAMRA-labeled TCR probe fluorescence, biochemical; inhibition, % at 9.4 µM; actives 0.37% (n = 360,000); in the data active = inhibition above about 19%;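 note: recombinant mutant TCR 2C K166C tagged with TAMRA read by polarization; 0% = receptor in buffer alone and 100% = receptor with positive control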
Tn6 DDE FP: inhibitors of Tn6 peptide binding to human fibrin DD(E) | Fibrin DD(E) TRITC-Tn6 fluorescence polarization displacement | inhibition, % at 8.3 µM | actives 0.21% (n = 370,000) | AID 720509;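 active = inhibition above a per-campaign cutoff: mean of compounds within control limits plus 3 SD, cut at about 15% in these data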;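 note: 0% = median of all compound wells on the plate and 100% = blocking peptide control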
LEDGF integ inh: blocks HIV-1 LEDGF/p75-dependent DNA integration. TR-FRET IN-LEDGF/p75 DNA integration, Eu/Cy5. inhibition, % at 3.7 µM. actives 0.64% (n = 370,000). AID 743269;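 active = inhibition above the screen-wide mean plus 3 SD, cut at about 13% in these data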;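 note: signal is the Cy5 over europium emission ratio at 671 and 618 nm; 0% = plate median of compound wells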
PRMT1 FP inh: inhibitors of human PRMT1 | Q99873 | recombinant PRMT1, activity-based probe fluorescence polarization | inhibition, % at 2.79 µM | actives 1.3% (n = 370,000);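 active = inhibition above about 21% made by adding two undisclosed values, limit read from the data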
Active calls of the source: *.

Order of results: DDE Tn7 FP inh, MBD2 DNA inh, SIAE primary, KLK7 zymogen act, UHRF1 MBD2 ctr, TDP2 absorb, TCR CD3 inh, Tn6 DDE FP, LEDGF integ inh, PRMT1 FP inh
O=C(NNC(=O)c1ccc(-n2cncn2)c([N+](=O)[O-])c1)c1ccc(Cl)cc1
  1, 2, -1, 0.6, 1, -6, -3, 6, -4, 2
COc1ccc(-c2[nH]nc3c2C(c2ccsc2)C(C#N)=C(N)O3)cc1 (stereo unspecified)
  -1, -7, -1, -0.9, -12, 14, 5, -3, -1, -1
C=CCNS(=O)(=O)c1cccc(C(C)=O)c1
  -3, -1, -6, 0.6, -1, -4, 4, 2, 4, -1
COc1cccc(NC(=O)C(C)C)c1
  -2, 0, -2, 0.5, 0, 9, -5, -4, -2, 2
Cc1ccc(NC(=O)CC(=O)Nc2ccc(C)cc2)cc1
  1, -5, 3, 0.2, -1, -13, 7, 0, -1, 1
COc1ccc(-n2c(N)c(C#N)c3ccc([N+](=O)[O-])cc3c2=O)cc1
  0, 0, 2, -0.5, 0, 6, 2, -4, -2, 7
CC(=O)c1c(C)[nH]c(C(=O)Nc2cccc(C)n2)c1C
  3, 0, 2, 0.5, 2, -5, -9, 0, -4, 5
O=C(CSCC(=O)N1CCOCC1)Nc1ccccc1
  -10, 0, 0, -0.8, 8, -11, 2, -8, 0, -3
COc1ccc(NC(=O)C2CC(c3ccc(Cl)cc3)=NO2)cc1 (stereo unspecified)
  -7, -1, 4, 0.2, -2, 3, -5, 8, 2, -2
CSc1ccc(CN2CCSCC2)cc1
  -6, 3, -5, 0.1, 0, -6, -3, 3, 3, -5
O=C(Nc1cccnc1)c1cc(Br)c(Br)s1
  6, -2, -12, 0.8, 1, 17, -5, -8, -1, 1
O=C(O)CCc1ccc(-c2ccccc2)n1NC(=O)c1sc2ccccc2c1Cl
  7, 1, 0, -0.4, -3, 4, 6, -2, 0, 1
CN(c1ccc(C(=O)NC2CCCCC2)cc1)S(=O)(=O)c1ccccc1
  -3, 1, -8, -0.6, 2, -3, -1, 3, -3, 4
O=C(Nc1ccc(Br)c2cccnc12)c1ccc(Cn2cc(Cl)cn2)o1
  -4, -8, 0, 0.0, -3, 2, 5, 2, 0, 3
CCOCCCNC(=S)N1CCC(NC(=O)C23CC4CC(CC(C4)C2)C3)CC1
  -3, -1, 0, -0.2, -3, 2, 3, 2, 1, -2

Exported in CSV form: eleven of the compounds above.
Compound,DDE Tn7 FP inh,MBD2 DNA inh,SIAE primary,KLK7 zymogen act,UHRF1 MBD2 ctr,TDP2 absorb,TCR CD3 inh,Tn6 DDE FP,LEDGF integ inh,PRMT1 FP inh
COc1ccc(-c2[nH]nc3c2C(c2ccsc2)C(C#N)=C(N)O3)cc1 (stereo unspecified),-1,-7,-1,-0.9,-12,14,5,-3,-1,-1
C=CCNS(=O)(=O)c1cccc(C(C)=O)c1,-3,-1,-6,0.6,-1,-4,4,2,4,-1
COc1cccc(NC(=O)C(C)C)c1,-2,0,-2,0.5,0,9,-5,-4,-2,2
Cc1ccc(NC(=O)CC(=O)Nc2ccc(C)cc2)cc1,1,-5,3,0.2,-1,-13,7,0,-1,1
COc1ccc(-n2c(N)c(C#N)c3ccc([N+](=O)[O-])cc3c2=O)cc1,0,0,2,-0.5,0,6,2,-4,-2,7
CC(=O)c1c(C)[nH]c(C(=O)Nc2cccc(C)n2)c1C,3,0,2,0.5,2,-5,-9,0,-4,5
O=C(CSCC(=O)N1CCOCC1)Nc1ccccc1,-10,0,0,-0.8,8,-11,2,-8,0,-3
COc1ccc(NC(=O)C2CC(c3ccc(Cl)cc3)=NO2)cc1 (stereo unspecified),-7,-1,4,0.2,-2,3,-5,8,2,-2
CSc1ccc(CN2CCSCC2)cc1,-6,3,-5,0.1,0,-6,-3,3,3,-5
O=C(Nc1cccnc1)c1cc(Br)c(Br)s1,6,-2,-12,0.8,1,17,-5,-8,-1,1
O=C(O)CCc1ccc(-c2ccccc2)n1NC(=O)c1sc2ccccc2c1Cl,7,1,0,-0.4,-3,4,6,-2,0,1

Carrying on:
Order of results: DDE Tn7 FP inh, MBD2 DNA inh, SIAE primary, KLK7 zymogen act, UHRF1 MBD2 ctr, TDP2 absorb, TCR CD3 inh, Tn6 DDE FP, LEDGF integ inh, PRMT1 FP inh
CCC(C)(C)NC(=O)C(c1ccccc1Cl)N(Cc1cccnc1)C(=O)CCC(=O)Nc1cc(C)on1 (stereo unspecified)
  -1, 2, -7, 0.0, 0, 4, 1, -2, -1, 2
O=C(CC(c1ccccc1)c1ccccc1)Nc1ccc(C(=O)O)cc1
  -1, 1, 2, -0.7, 0, -5, -2, 6, -2, 7
CC(C)(C)c1cc(-c2nc(N)nc(N)n2)cc(C(C)(C)C)c1
  -9, 5, -3, -0.1, -4, 9, 6, -4, 6, -1
CN1CCN(c2nc3c(c(=O)n(C)c(=O)n3C)n2Cc2ccccc2)CC1
  7, -9, 2, -0.2, 0, -6, 1, 6, 0, -3
COc1ccccc1-c1noc(-c2ccncc2)n1
  1, -4, 3, 1.0, -4, -2, -1, 4, 1, -1
CCN(CC(=O)Nc1c(F)cccc1F)C(=O)c1cnc(C)cn1
  -5, -1, 3, -0.4, 4, -16, 2, -4, -7, 6
CCc1cccc(NC(=O)CCS(=O)(=O)c2ccc3c(c2)NC(=O)CO3)c1
  3, 4, 2, 0.6, -1, 1, 3, -6, 0, -3
COc1ccc(CC(NC(C)=O)C(=O)NC2CCN(C(=O)C3CC3)CC2)cc1OC (stereo unspecified)
  1, 1, 8, -0.3, 3, -6, -3, -3, 2, 4
CC(=O)Nc1ccccc1OCc1nnc(-c2ccc(Cl)cc2)o1
  1, -2, -3, 0.7, -3, -3, 3, 9, -6, 2
CC(C)=CCC[C@](C)(O[C@@H]1O[C@H](CO[C@@H]2O[C@H](CO)[C@@H](O)[C@H](O)[C@H]2O)[C@@H](O)[C@H](O)[C@H]1O)C1CC[C@]2(C)C1C(=O)CC1[C@@]3(C)CC[C@H](O[C@H]4O[C@@H](CO)[C@H](O)[C@@H](O)[C@@H]4O)C(C)(C)C3CC[C@]12C (stereo partly specified)
  7, -1, 3, -0.2, 1, 1, 3, 9, 0, -4
COC(CNC(=O)c1ccc(N2CCc3ccccc32)c([N+](=O)[O-])c1)OC
  5, -17, 3, 0.3, -13, -2, -1, 4, -2, 2
CC(C)CC(=O)Nc1ccc(C(=O)CN2CCN(c3ccc(O)cc3)CC2)cc1
  1, -10, 1, 0.8, 0, -13, -10, 3, 6, 11
COc1ccc(NC(=O)C2CCCN(S(=O)(=O)c3cccc4cccnc34)C2)cc1OC (stereo unspecified)
  -4, 3, -5, 0.0, 3, -8, -1, 0, 3, 3
COc1cc(C(=O)Nc2ccc3nc(N4CCN(C)CC4)cc(C)c3c2)cc(OC)c1OC
  -8, 0, 10, -0.3, 2, 2, 0, -7, -3, 0
O=C(NCc1ccccn1)c1ccc2c(=O)n(CCc3ccccc3)c(=O)[nH]c2c1
  -6, -4, -10, -2.0, -1, 2, 0, 1, -1, -4

Going on with the list:
Order of results: DDE Tn7 FP inh, MBD2 DNA inh, SIAE primary, KLK7 zymogen act, UHRF1 MBD2 ctr, TDP2 absorb, TCR CD3 inh, Tn6 DDE FP, LEDGF integ inh, PRMT1 FP inh
CCCCC(=O)N(C)c1c(CC)nc2c(OCc3cc(Cl)cc(Cl)c3)cccn12
  4, -5, -2, 0.2, 0, -7, 0, 0, -3, 5
CCOC(=O)c1oc2c(c1C)C(=O)CCC2
  4, -5, -4, -0.9, -2, -1, -2, -5, 1, 2
O=C(CNc1ccccc1-c1ccccc1)NCc1ccccc1
  -10, 0, 6, 0.2, 5, -22, -9, -11, 0, -3
CCCCN(C(=O)C1CSC2(C)CCC(=O)N12)c1c(N)n(Cc2ccccc2)c(=O)[nH]c1=O (stereo unspecified)
  8, -4, -6, -0.1, -2, 11, 4, -5, 3, -6
COc1cc(CNCCc2ccc(S(N)(=O)=O)cc2)ccc1OCC(=O)NC1CCCCC1
  -1, 11, -1, -0.1, 20, 2, -1, 1, 1, 3
O=C(c1ccc(Br)cc1)c1cc([N+](=O)[O-])ccc1N1CCCCC1
  8, 0, 11, -1.6, 4, -10, -4, -1, -3, 7
CC(C)c1ccc(NC(=S)Nc2ccc3cn[nH]c3c2)cc1
  6, -7, 8, 0.0, -5, -5, 10, 2, -5, 1
CC(C)[C@H](NC(=O)N1CCn2c1nc1ccccc12)C(=O)NC1CCCCC1
  -8, -1, 1, -0.4, 1, -17, 1, 5, 1, -3
CCN1CCN(C(=O)c2cc3sccc3n2CC(=O)c2ccccc2)CC1
  -2, 0, 67*, 0.3, -1, 3, 8, 1, -2, 1
C=CCn1nnnc1SCC(=O)Nc1cccc(OC)c1
  5, 2, 0, -0.1, 0, 2, 7, 1, -5, 1
COC(=O)Nc1ccccc1C(=O)N1CCCCC1
  -7, 5, -4, -0.4, 0, 1, 2, -11, 3, 0
Cc1ccc(S(=O)(=O)N(C)CC(=O)NCC(c2ccco2)N(C)C)cc1 (stereo unspecified)
  -3, 1, 7, -0.1, 4, 1, 2, -3, -6, 0
O=C(/C=C/c1cccc([N+](=O)[O-])c1)NCCSCc1cccc(Cl)c1
  -3, -1, -1, 0.1, 0, -11, 4, -7, 0, -1
CCn1ccnc1CN(C)Cc1nc(-c2ccc(C(=O)OC)cc2)no1
  5, 7, -10, 0.3, -2, -9, -2, 5, 1, 1
Brc1ccc(-c2ccc(/C=N/Nc3nc4ccccc4[nH]3)o2)cc1
  0, 8, 19*, -2.2, -3, -3, -1, -19, 4, 4
